Screening results: PubChem BioAssay, National Center for Advancing Translational Sciences (NCATS)
PI4K2A inh: qHTS for small molecular inhibitors of PI4K2A | actives 0.13% (n = 420,000) | Phosphatidylinositol 4-kinase type 2-alpha (Homo sapiens), Q9BTU6 | purified PI4K2A, ADP-Glo luminescence, 1 h; hits give low values | activity change, negative = inhibition, % at 76.9 µM; in the data active = activity change below about -50%; inconclusive = mostly about -30% to -49%;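 note: -100% = wells without enzyme as full effect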
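PI4K2A activity was measured by ADP-Glo luminescence: enzyme (4 ug/mL stock) and phosphatidylinositol (1.2 mM stock) in Tris pH 7.5/MgCl2/EGTA/Triton X-100 buffer were reacted with ATP (300 microM stock) for one hour at ambient temperature.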
HP1b chromo inh: HTS for Inhibitors of HP1-beta Chromodomain Interactions with Methylated Histone Tails | actives 0.56% (n = 390,000) | AlphaScreen HP1-beta / biotin-H3K9me3 peptide binding | Potency, µM (highest dose often 114 µM), inactives show at the top dose activity change, negative = inhibition, actives largely listed as inhibitors | Chromobox protein homolog 1 (Homo sapiens), P83916; note: potency is the fitted concentration of half-maximal effect; nearly all actives have a fitted effect of over 70% in size; inactives centre near 23
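Compound inhibition of the preformed complex between 50 nM HP1-beta and 50 nM biotinylated H3K9me3 peptide was read by AlphaScreen. Buffer was PBS pH 7.4 with 0.01% Tween-20. Incubations ran 30 min at room temperature, with 10 ug/mL donor/acceptor beads.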
PGK inhibitor: qHTS Assay to Find Inhibitors of Phosphoglycerate Kinase | Potency, µM (highest dose often 57.5 µM), without a hit: at the highest dose activity change, negative = inhibition, hits mostly inhibitors | PGK/GAPDH coupled, Kinase-Glo luminescence, 60 min | actives 0.043% (n = 380,000) | Phosphoglycerate kinase, glycosomal (Trypanosoma brucei brucei), P07378; note: potency is the fitted concentration of half-maximal effect; % is set by controls: 0 for no effect and ±100 for the full control effect; nearly all actives have a fitted effect of over 60% in size
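Luminescent ATP detection (Kinase-Glo Plus) follows a 60-minute room-temperature incubation, with wells lacking PGK as controls. Buffer: 100 mM TEA (pH 7.6), 5 mM MgCl2, 0.01% Tween-20. Coupling enzyme GAPDH (100 nM final) supplies unstable 1,3-BPG in-well.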
ERG Ets-DNA blk: qHTS for Small Molecule Inhibitors of the ERG Ets/DNA interaction | Transcriptional regulator ERG (Homo sapiens), P11308 | fluorescence polarization, His-ERG Ets domain / labelled DNA | Potency, µM (series often up to 76.9 µM), for inactives: at the highest dose FP activity, negative = inhibition, actives largely listed as inhibitors | actives 0.028% (n = 370,000) | AID 624246, 2012; active = well fitted inhibition curve with a large enough effect in the polarisation, with a control signal flat; inconclusive = small, poorly fitted or top-dose-only effect, or effect the other way, or a change in a side signal; inactive = no such curve, though single readings can be large or run the other way; the % refers to the polarisation;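 note: polarization taken with two DNA probes labelled with fluorescein and Texas red; potency is the fitted concentration of half-maximal effect; % of control where 0% means no effect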
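His-tagged ERG Ets domain (1 uM in the protein solution; 300mM KCl, 50mM Tris-HCl, 1mM EDTA, 1mM DTT, pH 7.5) received compound, then a probe mix of 5 nM fluorescein-DNA and 100nM Texas-615-DNA. Fluorescence polarization was read for both dyes.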
G9a block: qHTS Assay for Inhibitors of Histone Lysine Methyltransferase G9a; Histone-lysine N-methyltransferase EHMT2 (Homo sapiens), Q96KQ7; G9a H3K9 monomethylation, AlphaScreen, 2 h; Potency, µM (top dose mostly 102 µM), for inactives: top-dose activity, negative = inhibition, usual class: inhibitors; actives 8.8% (n = 350,000); AID 504332, 2011; note: potency is the fitted concentration of half-maximal effect; % is set by controls: 0 for no effect and ±100 for the full control effect; nearly all actives have a fitted effect of over 75% in size
Target sequence (Q96KQ7 913-1193 limits assumed): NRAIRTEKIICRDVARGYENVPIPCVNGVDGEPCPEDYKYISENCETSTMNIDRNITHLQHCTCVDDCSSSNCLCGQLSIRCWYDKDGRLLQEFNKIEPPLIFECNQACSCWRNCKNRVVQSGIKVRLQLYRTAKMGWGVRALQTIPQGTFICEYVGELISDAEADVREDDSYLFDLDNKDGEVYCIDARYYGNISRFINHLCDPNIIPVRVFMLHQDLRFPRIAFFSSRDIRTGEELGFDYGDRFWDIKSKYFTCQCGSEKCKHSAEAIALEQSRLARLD
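AlphaScreen detection with an anti-monomethyl H3K9 antibody quantified product after a 2 h room-temperature reaction containing 500 nM biotinylated H3K9 peptide, 20 µM SAM and 20 nM enzyme, which had been preincubated 15 min with compound.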
JMJD2A Tudor: qHTS Assay for Inhibitors of JMJD2A-Tudor Domain; Lysine-specific demethylase 4A (Homo sapiens), O75164; AlphaScreen JMJD2A-Tudor / H3K4me3 peptide binding; Potency, µM (top dose mostly 114 µM), for the others: top-dose activity change, negative = inhibition, actives largely listed as inhibitors; actives 4.4% (n = 390,000); AID 504339, 2011; note: potency is the fitted concentration of half-maximal effect; % is set by controls: 0 for no effect and ±100 for the full control effect; nearly all actives have a fitted effect of over 50% in size
GLS inhibitor: qHTS for Inhibitors of Glutaminase (GLS); AID 624170, 2012; actives 0.21% (n = 410,000); GLS enzymatic activity, qHTS titration; Potency, µM (titrated, usually from 45.5 µM), for inactives: at the highest dose activity change, negative = inhibition, actives largely listed as inhibitors; note: potency is the fitted concentration of half-maximal effect; % is set by controls: 0 for no effect and ±100 for the full control effect
Target sequence (O94925 whole entry, looked up): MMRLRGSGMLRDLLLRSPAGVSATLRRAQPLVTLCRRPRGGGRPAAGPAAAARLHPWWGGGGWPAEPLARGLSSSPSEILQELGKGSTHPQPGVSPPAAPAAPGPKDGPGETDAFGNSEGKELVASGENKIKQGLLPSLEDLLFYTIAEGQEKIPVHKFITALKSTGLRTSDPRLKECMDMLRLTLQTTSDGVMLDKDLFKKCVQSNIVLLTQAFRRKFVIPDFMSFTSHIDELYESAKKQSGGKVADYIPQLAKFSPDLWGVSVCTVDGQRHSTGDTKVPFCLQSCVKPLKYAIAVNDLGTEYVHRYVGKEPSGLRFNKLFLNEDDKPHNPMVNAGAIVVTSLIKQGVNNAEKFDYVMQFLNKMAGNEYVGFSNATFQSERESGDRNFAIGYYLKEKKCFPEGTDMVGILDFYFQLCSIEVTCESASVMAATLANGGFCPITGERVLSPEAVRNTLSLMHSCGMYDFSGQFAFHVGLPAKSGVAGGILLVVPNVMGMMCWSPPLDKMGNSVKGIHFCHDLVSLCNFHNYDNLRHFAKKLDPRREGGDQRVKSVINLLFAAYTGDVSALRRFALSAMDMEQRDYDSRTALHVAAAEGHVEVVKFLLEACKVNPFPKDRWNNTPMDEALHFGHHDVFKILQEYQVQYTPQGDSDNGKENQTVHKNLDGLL
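Human kidney-isoform GLS in 45 mM KH2PO4 pH 8.2, 0.02% Tween-20, with compound, started with 1mM L-Glutamine (added stock). Glutamate oxidase/HRP/Amplex red coupled fluorescence read at start and after 30 min at RT.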
BAZ2B inh: qHTS Assay for Inhibitors of BAZ2B; AlphaScreen BAZ2B-H3K14Ac peptide displacement; Potency, µM (doses to about 114 µM), without a hit: at the top dose activity change, negative = inhibition, most hits filed as inhibitors; actives 4.4% (n = 360,000); AID 504333, 2011; note: potency is the fitted concentration of half-maximal effect; % is set by controls: 0 for no effect and ±100 for the full control effect; nearly all actives have a fitted effect of over 60% in size
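Protein-peptide AlphaScreen: BAZ2B 50 nM, b-H3K14Ac 50 nM, 1x PBS pH 7.4 + 0.01% Tween-20. Preincubation 30 min RT; cpd 30 min RT (top 110 uM); beads 20 min RT, light-protected.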
Pin1 inh: qHTS Assay to Find Inhibitors of Pin1 | actives 0.009% (n = 390,000) | Potency, µM (top dose mostly 115 µM), for inactives: at the top dose activity, negative = inhibition, most hits filed as inhibitors | Pin1 FP peptide displacement, HiFluor488, 10 min; active = well fitted inhibition curve with a large enough effect in the polarisation, with a control signal flat, not every such curve was filed as active; inconclusive = small, poorly fitted or top-dose-only effect, or effect the other way, or a change in a side signal; inactive = no such curve, though single readings can be large or run the other way; the % refers to the polarisation; note: potency is the fitted concentration of half-maximal effect; % is set by controls: 0 for no effect and ±100 for the full control effect
Starred values were filed as active, the others as inactive; i = inactive; ? = inconclusive; · = not tested or not shown; [ ] = dose if it differs, or a comment. Unless noted, calls come from the whole dose curve; as a rule, active = well fitted curve in the direction sought with a large enough effect; inconclusive = small, poorly fitted or top-dose-only effect, or another doubt; inactive = no such curve, though single readings can be large; an effect the other way counts as inactive or inconclusive.

PI4K2A inh	HP1b chromo inh	PGK inhibitor	ERG Ets-DNA blk	G9a block	JMJD2A Tudor	GLS inhibitor	BAZ2B inh	Pin1 inh	Structure
-3	-26%	9%	8%	11µM*	13µM*	4%	25µM*	2%	COc1ccc(S(=O)(=O)n2nc(-c3ccco3)nc2NCc2ccc(N(C)C)cc2)cc1
-5	12%	1%	10%	?	-4%	2%	-10%	-1%	O=C(O)CNC(=O)C12CC3CC(CC(Cl)(C3)C1)C2
3	22%	0%	-9%	·	-29%	-1%	·	6%	C[C@H](CO)N1C[C@H](C)[C@@H](CN(C)S(=O)(=O)c2ccccc2)Oc2ccc(NS(=O)(=O)c3ccccc3)cc2C1=O
-2	15%	-9%	-3%	·	-21%	-3%	-5%	2%	COc1ccc(CNC(=O)C2CC(c3cccc(OC)c3)=NO2)cc1 (centres undefined)
-2	14%	-6%	-16%	·	?	-5%	-3%	-1%	CCN(CC)C1CC(=O)N(c2ccc(Br)cc2)C1=O (centres undefined)
-7	-21%	-3%	?	18µM*	56µM*	6%	?	9%	CCn1c(O)c(/C=N/n2cnnc2)sc1=S
3	36%[activator]	-1%	1%	14%	-6%	-4%	2%	-6%	CCOc1ccc(NC(=O)C2C(c3ccccc3)C2(Cl)Cl)cc1 (centres undefined)
-6	-17%	i	1%	·	25µM*	16%	·	7%	CCC(CO)Oc1cc(NCc2ccc(C(C)(C)C)cc2)c2ncn(C(C)C)c2c1 (centres undefined)
3	6%	10%	5%	6%	-18%	4%	-1%	0%	Cc1cccc(C)c1NC(=O)N1CCCC1C(=O)Nc1ccc(-n2cnnn2)cc1 (centres undefined)
1	36%	-3%	0%	?	-7%[11.4 µM]	-3%	14%	0%	O=C(Nc1cccc(C(=O)O)c1)/C(=C/c1ccc2c(c1)OCO2)NC(=O)c1cccc(Br)c1
-7	43%[activator]	i	4%	4%	-5%	11%	3%	2%	COCc1c(C(=O)N/N=C(/C)c2ccc(OCc3ccccc3)cc2)nnn1-c1nonc1N
0	20%	-11%	16%	?	3%	-13%	0%	-2%	O=C(Nc1ccc(N2CCOCC2)cc1)c1cnccn1
8	12%	0%	-2%	·	-16%	6%	·	11%	C(=Nc1ccccc1)c1ccc[nH]1
1	51%[activator]	4%	5%	12%[0.501 µM]	-17%	16%	89µM*	0%	O=C(O)c1ccc(-n2c(=O)c3ccccc3c3ccccc3c2=O)cc1
6	44%[activator]	7%	-2%	-4%[59 µM]	5%	4%	1%	6%	CCCCCn1c(-c2ccco2)nc2nc3ccccc3nc21
2	22%	2%	7%	2%	2%	12%	3%	1%	Cc1ccc(S(=O)(=O)N(CC(=O)Nc2ccccc2)C(=O)N2CCN(C)CC2)cc1
-2	33%	2%	5%	6%	-12%	4%	-11%	-1%	OC(CNCc1ccc2c(c1)OCO2)COc1ccc(F)cc1 (centres undefined)
-1	25%	-2%	·	8%[59 µM]	-14%	-1%	2%	-1%	COC(=O)c1c(C)[nH]c(C(=O)/C=C/c2ccc(Cl)cc2)c1C
-23	14%	i	3%	0%[12.7 µM]	-11%	11%	-15%	-1%	Cc1nn(Cc2ccccc2)c(C)c1NC(=O)CCC(=O)O
0	29%	-8%	10%	-35%[2.33 µM]	0%	15%	-13%	-1%	CC1CC(C)CN(CCC(=O)Nc2cccc(Cl)c2)C1 (centres undefined)
4	-2%	i	7%	?	?	34%[activator]	-6%	-2%	O=C(Nc1ccccc1O)c1ccccc1O
-2	?	10%	-6%	-10%[59 µM]	-17%	29%	3%	1%	COc1cc(C(=O)N/N=C(\C)Cn2nc([N+](=O)[O-])cc2C)ccc1O
-2	23%	i	4%	14µM*	-8%	-8%	8%	5%	COc1ccc(CNC(=O)COC(=O)C2CC2C)cc1OC (centres undefined)
-3	65%[activator]	-4%	24%	19%[59 µM]	13%	-5%	2%	?	Cc1[nH]c2ccccc2c1/C=C/C(=O)c1ccccc1
3	30%	i	10%	0%	-10%	-7%	-39%	0%	Cc1cc(C)c2nc(SCC(=O)NNC(=O)c3ccco3)c(C)cc2c1
-5	23%	-3%	0%	·	1%	-2%	0%	0%	COC(=O)c1sccc1S(=O)(=O)Nc1ccc(C)cc1
3	33%	4%	-1%	·	7%	0%	-2%	0%	CC1CC(NC(=O)/C=C/C(=O)O)CC(C)(C)C1 (centres undefined)
3	-24%	-9%	6%	-34%	-32%	5%	-18%	29%	CN(C)CCCNC(=S)N(Cc1cccs1)Cc1cc2cc3c(cc2[nH]c1=O)OCCO3
-1	36%	6%	-3%	10%[59 µM]	-18%	7%	6%	6%	Cc1cccc(C)c1NC(=O)CN(C)CC(=O)c1c(N)n(Cc2ccccc2)c(=O)n(C)c1=O
-2	5%	6%	4%	-2%	-9%	87%[activator]	·	12%	CCN(CC)S(=O)(=O)c1ccc(Cl)c(NC(=O)COC(=O)c2cccn2C)c1
3	18%	-1%	-3%	1%[12.7 µM]	4%	-8%	-33%	-6%	O=C(c1ccco1)N1CCN(C(=O)c2nn3cccnc3c2Cl)CC1
0	3%	-6%	0%	·	-2%	-20%	·	?	N#CC1(Nc2cccc(Cl)c2)CCCC1
3	27%	1%	1%	?	-17%	-14%	-5%	4%	NC(=S)C(c1ccccc1)c1ncc(C(F)(F)F)cc1Cl (centres undefined)
5	141%[activator]	-4%	-9%	34%[activator]	126%[activator]	·	30%	-5%	Cc1ccccc1-c1noc(C23CC4CC(CC(C4)C2)C3)n1
8	20%	0%	-5%	-30%	-6%	-4%	-17%	-5%	COc1ccc(CCNC(=O)Cn2cnc3c(cnn3-c3ccccc3Cl)c2=O)cc1OC
-4	26%	6%	·	?	-8%	12%	-4%	-2%	O=C(c1ccco1)N1CCN(C(=O)C2CCCO2)CC1 (centres undefined)

3 records picked at random from the list so far, as already listed:
PI4K2A inh	HP1b chromo inh	PGK inhibitor	ERG Ets-DNA blk	G9a block	JMJD2A Tudor	GLS inhibitor	BAZ2B inh	Pin1 inh	Structure
3	-24%	-9%	6%	-34%	-32%	5%	-18%	29%	CN(C)CCCNC(=S)N(Cc1cccs1)Cc1cc2cc3c(cc2[nH]c1=O)OCCO3
-2	5%	6%	4%	-2%	-9%	87%[activator]	·	12%	CCN(CC)S(=O)(=O)c1ccc(Cl)c(NC(=O)COC(=O)c2cccn2C)c1
3	30%	i	10%	0%	-10%	-7%	-39%	0%	Cc1cc(C)c2nc(SCC(=O)NNC(=O)c3ccco3)c(C)cc2c1

(cont.)
PI4K2A inh	HP1b chromo inh	PGK inhibitor	ERG Ets-DNA blk	G9a block	JMJD2A Tudor	GLS inhibitor	BAZ2B inh	Pin1 inh	Structure
-5	-3%	-1%	107%[activator]	-17%[59 µM]	-25%	?	-38%	?	Cc1cc(=O)[nH]c(SCC(=O)/C=C2\N(C)c3ccccc3C2(C)C)n1
-2	11%	·	·	?	-15%	24%	-4%	5%	COc1ccc(NS(=O)(=O)c2cccc3nsnc23)cc1OC
-2	?	-4%	5%	56µM*	22µM*	5%	·	2%	CN(Cc1cccc(F)c1)CC(O)COCc1ccccc1Cl (centres undefined)
1	0%	-1%	-7%	-25%	-17%	5%	-15%	-1%	O=[N+]([O-])c1cc(S(=O)(=O)Nc2ccc(Cl)cc2)ccc1N/N=C/c1ccncc1
-3	32%	-7%	2%	26%[59 µM]	-19%	-9%	2%	0%	CC(=O)Nc1cccc2c1C(=O)N(c1cccc(C)c1)C2=O
5	42%[activator]	0%	-13%	25%[59 µM]	4%	1%	22%	?	Cc1cc(-c2cc(-c3ccccc3)on2)nc(NCC2CC2)n1
-1	19%	·	·	11%[2.33 µM]	5%	-6%	13%	6%	CC(C)CCNC(=O)C1CCCCN1S(=O)(=O)c1ccc(F)cc1 (centres undefined)
0	62%[activator]	i	9%	-3%[59 µM]	3%	-7%	-29%	0%	COC(=O)c1cc2sc(Cl)cc2n1Cc1c(C)cc(C)cc1C
10	27%	6%	3%	57%[activator][12.7 µM]	-16%	-13%	-11%	?	CC(C)(C)c1ccc(OCCNC(=S)Nc2ccccc2)cc1
1	41%[activator]	-2%	-7%	?	2%	1%	1%	?	Cc1ccc(NC(=O)c2sc3nc(-c4ccncc4)ccc3c2N)cc1

No enrichment for hits. Share with any hit: about 11%.
